Compound activity deposited in PubChem BioAssay by several laboratories.
aSyn 5UTR inh – MLPCN primary screen, SNCA 5' untranslated region. alpha-synuclein 5'UTR reporter, inhibitor activity. inhibition, % (tested at 7.5 µM). 300,000 tested, 0.82% active. AID 1813; in the data active = inhibition above about 60%;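 also: H4 neuroglioblastoma cells stably carrying SNCA 5'UTR luciferase fusion; 0% = DMSO wells and 100% = positive control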
HSF1 inhib – HSF1 inhibition. NIH3T3-HGL HSE-luciferase, MG132-induced, luminescence 8 h; active compounds read low. activity change, negative = inhibition, % at 7.5 µM (by protocol). 300,000 tested, 0.77% active. AID 2098;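 active = more than half of replicate wells show activity change below -50%, luminescence cut by over half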;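 also: luciferase reports HSF-1 transcriptional activity via heat shock element; 0% = median of DMSO wells and -100% = zero luminescence signal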
HSP90 refold inh – inhibitors of HSP90 luciferase refolding in rabbit reticulocyte lysate; inhibition, % at 5.6 µM; luciferase refolding luminescence, 3 h; 290,000 tested, 0.91% active;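 active = inhibition above the screen-wide mean plus 3 SD, computed separately per campaign, cut at about 16% in these data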;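 also: 0% = DMSO wells and 100% = 60 µM geldanamycin wells; inhibitors lower the luminescence because luciferase stays unfolded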
AI-2 QS modul – Vibrio harveyi AI-2 quorum sensing modulation | AID 2094 | Vibrio harveyi JMH597 AI-2 luminescence/OD600 ratio, 9 h; active compounds read low; strain lacks LuxN and CqsS sensors; 0 = neutral-control median | activity change, % at 7.5 µM | 300,000 tested, 0.4% active; in the data active = activity change below about -75%, passing the limit was not always enough;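 also: luminescence divided by OD600 gain over 9 h not by final OD600 alone; inactives centre near 13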
SKKanGAS inh – inhibitors of SKKanGAS S. pyogenes growth in kanamycin (SK-promoter or general growth effect). BacTiter-Glo, 6 h. inhibition, % at 7.5 µM. 300,000 tested, 1.3% active;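 active = mean replicate score, as percent of positive control median, at least 50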;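 also: strain carries kanamycin resistance gene driven by streptokinase promoter and grows in 40 µg/ml kanamycin; loss of luminescence reflects streptokinase promoter inhibition or plain growth inhibition; 0% = median of DMSO wells and 100% = positive control at its reference dose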
HSF1 activator – increases HSF-1 driven luciferase reporter signal | NIH3T3-HGL HSF-1 luciferase reporter, MG132, 8 h; 100% = twice DMSO control signal | activation, % at 9 µM | 300,000 tested, 1.7% active | AID 504408;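 active = mean replicate activation of at least 50% with a set share of replicates each reaching 50%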;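 also: 0% = median of the neutral control wells and 100% = twice that signal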
IEC-6 cytotox – kills IEC-6 intestinal cells in KLF5 counter-screen | IEC-6 cytotoxicity, luminescence viability | inhibition, % at 5 µM | 290,000 tested, 0.78% active | AID 1825; in the data active = inhibition above about 22%;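 also: 0% = plate median of test compound wells and 100% = cytotoxic reference compound wells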
HIF activator – HIF pathway transcriptional activation; 300,000 tested, 0.32% active; activation, % at 7.5 µM (by protocol); U2OS HRE-luciferase reporter, luminescence; normalized: DMSO 0%, desferrioxamine 100%;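 active = mean activation of at least 10% of the iron chelator positive control signal, with at least half of replicates also reaching 10%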
KLF5 inhibitor – inhibitors of KLF5 expression; DLD-1 KLF5 promoter-luciferase reporter, luminescence; inhibition, % at 5 µM; 290,000 tested, 0.23% active; AID 1700;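 active = inhibition above a per-plate limit of that plate's mean compound inhibition plus 3 SD, cut at about 60% in these data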;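 also: 0% = DMSO wells and 100% = LY294002 at 200 µM; higher means less KLF5 promoter-driven luciferase light; inactives centre near -14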
Platelet DG rel – platelet dense granule release activity | human platelet-rich plasma, SFLLRN dense granule ATP release, luminescence | inhibition, %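 (compounds screened at 7.5 µM in platelet-rich plasma)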 | 300,000 tested, 0.22% active | AID 1663;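 active = mean replicate score, as percent of positive control, at or above 50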
* marks the source's active call; other numbers are inactive results; nt = not tested or not shown.

Values run as follows: aSyn 5UTR inh	HSF1 inhib	HSP90 refold inh	AI-2 QS modul	SKKanGAS inh	HSF1 activator	IEC-6 cytotox	HIF activator	KLF5 inhibitor	Platelet DG rel
- CCCS(=O)(=O)n1nc(-c2ccc(Br)cc2)cc1N
  -32.6	17.2	-5.0	-18.3	-1.1	25.3	3.8	1.2	-20.7	-42.9
- O=C(Nc1ccccc1C(F)(F)F)c1cc(-c2cccc(O)c2)on1
  -141.5	12.7	11.8	nt	-8.8	14.3	4.7	1.5	-45.6	9.0
- CCCCc1ccc(NC(=O)CSc2nnc(CNC(=O)c3ccco3)o2)cc1
  6.2	-2.9	-11.6	4.2	7.9	-9.2	-12.9	0.8	-15.4	-11.9
- COc1ccc(N2C(=O)CC(N3CCC(O)(c4cccc(C(F)(F)F)c4)CC3)C2=O)cc1 (configuration not stated)
  14.2	1.0	1.6	30.3	9.0	0.3	3.3	-0.1	-4.1	nt
- Cc1cccc(NC(=O)CSc2nc3c([nH]c4ccccc43)c(=O)n2C)c1
  44.1	5.7	-0.5	3.4	3.1	0.5	-2.6	0.0	-5.5	12.4
- COc1cc2c(cc1OC)CN(Cc1ccc(F)cc1)CC2
  -6.7	-11.7	-2.2	27.0	-2.2	-5.8	-3.2	0.6	-26.8	3.7
- C=CCN(C(=O)c1csnn1)C(C(=O)NC(C)(C)C)c1ccncc1 (configuration not stated)
  -9.2	-1.1	-1.1	11.7	-5.4	4.3	5.7	0.1	-43.9	3.2
- Cc1cc(C(=O)Cn2nc(C(=O)O)c3ccccc3c2=O)c(C)n1CCc1ccc(F)cc1
  25.2	-6.0	3.6	-6.5	17.8	0.7	-1.7	0.0	-4.2	-4.3
- CCC1Oc2ccc(C)cc2N(CC(=O)NCC2CCCO2)C1=O (configuration not stated)
  9.9	-9.8	-0.9	-8.1	-1.2	-3.9	4.8	-0.1	2.2	-3.2
- CCN1CCC(CNCc2cn(-c3ccc(OC)cc3)nc2-c2ccccc2Cl)C1 (configuration not stated)
  -44.5	0.1	0.1	42.5	-2.4	9.4	0.1	-0.8	2.4	1.6
- S=C1NCN(Cc2ccccc2)CN1C1CCCCC1
  10.7	-6.5	-3.1	4.8	-13.9	-7.5	-2.9	0.1	-13.8	-7.5
- Cc1cc(-c2nnc(SCC(=O)Nc3nc(-c4ccccc4)cs3)o2)no1
  5.2	9.7	-3.5	18.9	5.9	0.8	-14.4	0.7	-7.1	3.0
- Cc1cc(SCCC(=O)O)nc2c(C)cccc12
  16.4	-6.5	-0.7	14.3	-7.7	9.1	4.3	-0.6	-28.2	0.5
- CN1CCN(S(=O)(=O)c2cccc(C(=O)Oc3cccc(C#N)c3)c2)CC1
  7.8	3.0	nt	9.9	0.2	6.2	nt	0.1	nt	-3.7
- Cc1ccccc1OCC(=O)Nc1ccc(Cc2ccncc2)cc1
  7.2	2.6	1.6	44.6	-21.4	23.4	-0.9	-0.5	-21.8	-6.0
- CCCCCc1c(C)nc(N2CCOCC2)[nH]c1=O
  17.8	6.4	2.9	7.7	-0.7	34.0	5.3	-0.5	-5.7	3.7
- Cc1ccc(C2=NOC3(CC(=O)N(c4ccc(C)cc4)C3=O)C2)cc1 (configuration not stated)
  15.3	-4.7	1.8	-2.4	-0.9	-4.8	-0.9	0.6	-13.9	-3.9
- CC(NC(=O)CSc1ncccn1)c1ccccc1 (configuration not stated)
  11.6	1.6	-4.2	10.6	-5.6	-17.7	-4.6	0.3	-5.3	1.6
- Cc1ccc(NC(=O)Cn2c(=O)n(CCCC(=O)NCc3ccco3)c(=O)c3ccccc32)cc1
  -36.1	-1.7	0.5	-1.5	-3.3	-7.6	-3.7	2.5	-17.8	14.2
- Cc1ccc2cc(CCNC(=O)CCCc3ccccc3)c(=O)[nH]c2c1C
  17.2	-5.8	2.7	-3.8	-13.8	-10.1	0.5	-1.1	-13.1	-12.4
- O=C(NCC(=O)N(Cc1cccs1)C(C(=O)NC1CCCC1)c1ccco1)c1cccs1 (configuration not stated)
  0.7	-2.6	6.2	6.4	1.0	1.8	3.2	0.2	-13.9	-4.1
- CN1CCN(CC(=O)Nc2ccccc2Sc2ccccc2)CC1
  11.4	-0.2	3.2	16.3	-6.2	-5.2	1.4	0.3	-33.6	8.2
- O=C(NC(=O)c1ccncc1)NC(c1ccccc1)c1ccccc1
  26.6	-0.3	-3.2	13.8	-3.5	-5.2	-1.8	0.0	9.9	-1.7
- c1ccc(N2CCN(c3nc4ccccc4[nH]3)CC2)nc1
  -136.2	15.3	1.0	20.9	3.6	63.2*	6.9	4.3	-56.2	-4.9
- N#Cc1cn(CCCOc2ccccc2)c2ccccc12
  30.6	10.7	3.3	6.2	16.9	16.4	-2.1	0.5	-25.0	-1.0
- CCOc1ccccc1C=Nc1ccccc1C(=O)Nc1ccccc1
  -50.1	4.3	-0.6	23.7	3.6	6.3	-4.6	0.0	-26.3	-3.3
- S=C1NC[C@H](c2ccccc2)N1CCCCC1CCCCC1
  20.6	-3.7	nt	32.5	15.6	-3.8	nt	-0.2	nt	3.3
- CC(C)(C)c1ccc(C(=O)NC(=S)NNC(=O)c2cccs2)cc1
  -11.3	-59.8*	-0.5	3.2	103.7*	-56.4	5.0	2.0	-113.8	52.2*
- COc1cc(/C=N/NC(=O)c2cnn3c(C)cc(-c4ccccc4)nc23)ccc1O
  -7.6	7.6	0.7	14.6	1.8	13.0	1.9	-0.3	22.1	12.9
- NS(=O)(=O)c1cccc(NC(=S)NCc2ccccc2)c1
  -1.7	-2.9	-4.2	18.8	1.6	4.9	-4.2	0.3	4.2	-0.2

Continued:
Values run as follows: aSyn 5UTR inh	HSF1 inhib	HSP90 refold inh	AI-2 QS modul	SKKanGAS inh	HSF1 activator	IEC-6 cytotox	HIF activator	KLF5 inhibitor	Platelet DG rel
- CC(C)COc1ccc(C(=O)Nc2ccccc2[N+](=O)[O-])cc1
  -212.3	17.0	-3.7	16.6	-9.1	38.3	-9.4	3.1	-3.5	-8.0
- Cc1sc2nc(C(C)(C)C)oc(=O)c2c1C
  0.1	2.8	4.5	3.5	-7.8	7.1	0.6	0.3	-32.0	-1.7
- COc1cc2c(cc1/C=C/C(=O)O)OC(C)C2 (configuration not stated)
  4.1	16.6	-0.6	37.2	10.0	20.0	1.1	-0.2	-7.7	1.5
- Cc1ccccc1C(=O)Nc1ccc(-c2nc3ccc(C(=O)c4ccccc4)cc3[nH]2)cc1
  34.9	2.4	-3.5	4.0	30.8	5.0	1.3	4.6	-40.9	6.4
- O=C(CNC(=O)c1ccccc1)N/N=C/c1ccccc1Cl
  -1.0	3.0	-1.7	-89.6*	-2.4	6.7	2.7	-0.3	-5.9	25.2
- O=C(Cn1cnc2cc([N+](=O)[O-])ccc2c1=O)N(Cc1ccccc1)C1CCS(=O)(=O)C1 (configuration not stated)
  10.3	-5.6	-0.5	16.1	3.0	-2.4	-1.2	-0.6	-33.9	3.1
- COc1ccc(CNC(=O)CCS(=O)(=O)Cc2ccc(C)cc2)c(OC)c1
  14.8	-2.6	7.8	16.9	0.5	2.1	2.1	0.0	-3.3	-2.4
- CS(=O)(=O)c1ccc(-c2cccc(NC(=O)COc3ccccc3)c2)nn1
  7.3	-4.0	-5.2	11.6	7.7	10.3	8.6	-0.8	-18.5	10.2
- CNC(=O)C(Sc1ccccc1)c1ccccc1 (configuration not stated)
  -13.1	-2.6	2.5	21.8	-7.1	-6.4	-0.2	-0.2	-9.2	2.3
- O=C(COC(=O)CCCOc1ccc(Cl)cc1Cl)NCc1ccccc1
  42.4	-22.6	-1.7	49.7	-12.2	-38.7	3.3	-3.8	19.4	4.8
- COc1ccccc1N1CCN(C(CNS(=O)(=O)c2cc(F)ccc2F)c2cccnc2)CC1 (configuration not stated)
  6.2	1.4	-0.3	10.3	-11.8	0.7	-1.2	-0.2	-23.9	-3.2
- N#CC1=C(N)NC(SCC(=O)Nc2ccc(Br)cc2)=C(C#N)C12CCCCC2
  15.8	15.4	1.4	13.1	11.1	29.6	1.9	-0.1	5.3	-1.3
- CCn1ncc(Cl)c1C(=O)Nc1cc([N+](=O)[O-])ccc1OC
  -10.6	0.0	-0.7	12.0	-4.8	2.3	1.4	-1.2	-1.3	13.2
- COc1ccc(NS(=O)(=O)c2ccc3oc(=O)c4[nH]c(=O)c(=O)n(C)c4c3c2)cc1
  17.5	1.9	0.0	10.0	3.0	-6.1	-9.1	-0.4	10.1	2.6
- O=C(COC(=O)Cc1c(Cl)cccc1Cl)NCC1CCCO1 (configuration not stated)
  -15.5	2.3	1.1	-3.9	11.7	22.6	3.9	-0.1	-22.9	-5.6
- COC(=O)c1ccc(CNC(=O)C2CCC(=O)N(CCN3CCOCC3)C2)cc1 (configuration not stated)
  -16.8	-2.7	1.7	8.7	-1.1	-6.0	5.2	0.0	-16.8	-10.8
- COC(=O)[C@@H]1CC(O)CN1C(=O)C12CC3CC(CC(C3)C1)C2 (some centres not stated)
  10.8	-2.5	-2.1	22.6	3.3	-1.9	-5.3	-0.4	13.8	2.8
- CCn1c(SCC(=O)N/N=C/c2ccccc2OCC(=O)O)nnc1-c1ccc(C(C)(C)C)cc1
  10.6	-16.6	2.7	9.3	-5.6	-32.3	-4.5	-0.2	-6.0	8.9
- COc1ccccc1NC(=O)c1cc2cc(Br)ccc2cc1O
  -2.7	6.2	1.9	15.7	53.4*	12.2	-2.6	-3.1	-16.7	-3.1
- CC1CCCN(S(=O)(=O)c2ccc([N+](=O)[O-])cc2)C1 (configuration not stated)
  -11.3	-1.8	-0.9	-3.7	-0.4	14.4	-0.6	-1.5	-15.3	-3.2
- Cc1nc(CC(=O)c2ccc(O)c(C)c2O)cs1
  -31.7	3.7	4.0	-2.8	-0.8	-21.5	-0.1	-0.1	-13.6	1.0
- O=C(Nc1ccccc1C(=O)N1CCOCC1)c1ccc(Br)cc1
  0.5	-0.3	-4.3	4.2	24.0	-2.5	-4.6	0.0	-15.1	-3.5
- O=C1c2ccccc2CCC12N=NCC2c1ccc(Cl)cc1 (configuration not stated)
  5.4	8.6	-2.1	23.7	3.3	14.5	4.5	0.4	-9.0	-4.2
- CN(C)C(=O)C1C2NC(=S)N(c3ccccc3)C1(C)Oc1ccccc12 (configuration not stated)
  0.7	3.9	-5.3	-1.1	-17.0	5.1	3.4	-1.1	-2.5	-5.6
- CCCC(=O)NCc1ccccc1Cl
  -2.8	-11.3	5.4	31.5	-5.3	-12.2	5.9	-0.4	-1.2	14.3
- COC(=O)c1cccc(NC(=S)Nc2cccc(Cl)c2C)c1
  -54.8	-7.3	1.6	7.3	3.5	-16.4	-1.7	0.5	0.4	-5.4
- O=C(N/N=C/c1cccnc1)c1cc2ccccc2o1
  15.8	-6.3	-3.2	20.8	-3.0	3.6	-1.7	-0.2	-35.7	4.8
- CCOC(=O)/C=C1\Nc2ccccc2SC1=O
  -36.6	-4.6	-1.5	16.9	-3.8	-7.1	-4.0	0.8	-22.4	-0.3
- Cc1cccc(NC(=O)CSc2nnnn2-c2ccc3c(c2)OCCO3)n1
  12.5	-4.3	3.6	0.7	-5.5	0.8	-2.1	0.2	-42.2	-4.1

Rows were taken by chance; any-hit rate near 6%.
